Screening data as filed in PubChem.
TMEM16A act = TMEM16A chloride channel activators or potentiators, primary screen, cell-based, HTS; B-score at 10 µM; HEK293 TMEM16A/YFP-H148Q/I152L, iodide quench fluorescence; active compounds read low; Anoctamin-1 (Mus musculus), Q8BHY3; hit rate 0.3% among 340,000;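 active = fluorescence-ratio B-score plate-corrected deviation score at least 3 library SD below zero, with starting fluorescence score within 5 deviations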;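 also: channel opened by trigger with iodide after compound preincubation; score built on the fluorescence ratio of max minus min over baseline; more negative score means more quench and so TMEM16A activation or potentiation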
Target sequence (Q8BHY3 whole entry, looked up): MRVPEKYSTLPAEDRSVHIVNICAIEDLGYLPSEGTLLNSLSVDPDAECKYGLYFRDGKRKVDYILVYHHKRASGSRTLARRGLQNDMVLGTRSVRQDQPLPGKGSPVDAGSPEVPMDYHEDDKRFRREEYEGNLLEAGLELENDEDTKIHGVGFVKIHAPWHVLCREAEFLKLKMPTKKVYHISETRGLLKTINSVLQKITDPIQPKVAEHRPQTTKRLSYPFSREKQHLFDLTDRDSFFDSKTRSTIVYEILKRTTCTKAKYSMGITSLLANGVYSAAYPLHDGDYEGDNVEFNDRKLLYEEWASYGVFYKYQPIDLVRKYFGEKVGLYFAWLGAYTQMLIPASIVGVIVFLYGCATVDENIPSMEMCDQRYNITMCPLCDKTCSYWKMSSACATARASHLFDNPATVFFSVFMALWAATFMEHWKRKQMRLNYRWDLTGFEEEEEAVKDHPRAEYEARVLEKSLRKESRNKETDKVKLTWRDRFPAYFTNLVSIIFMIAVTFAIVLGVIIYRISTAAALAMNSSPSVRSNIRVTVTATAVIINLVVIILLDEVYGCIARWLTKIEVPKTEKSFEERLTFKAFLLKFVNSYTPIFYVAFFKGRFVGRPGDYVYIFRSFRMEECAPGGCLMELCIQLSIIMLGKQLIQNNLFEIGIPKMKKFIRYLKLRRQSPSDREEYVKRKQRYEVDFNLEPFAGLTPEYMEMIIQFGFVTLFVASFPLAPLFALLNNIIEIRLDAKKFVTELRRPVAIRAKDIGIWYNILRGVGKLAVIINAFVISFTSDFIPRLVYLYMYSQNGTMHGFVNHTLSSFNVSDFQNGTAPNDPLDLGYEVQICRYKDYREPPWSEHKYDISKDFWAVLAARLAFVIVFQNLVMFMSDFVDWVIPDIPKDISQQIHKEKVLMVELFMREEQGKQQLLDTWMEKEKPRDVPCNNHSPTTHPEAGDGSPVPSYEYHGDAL
An asterisk follows results filed as active; i = inactive. These rows are one share of the data; the hit share may differ from the screen's.

compound | TMEM16A act
CCN(CC(=O)Nc1c(F)cccc1F)C(=O)C1COc2ccccc2O1 (centres undefined) | i
O=C(OCC(=O)N1CCCC1)c1c[nH]c2ccccc12 | i
N#CCCN(Cc1cccnc1)C(=S)Nc1ccccc1Cl | i
CC(N=C1NS(=O)(=O)c2ccccc21)C(=O)NCc1ccncc1 (centres undefined) | i
CCCC1(CCC)NC(=O)N(CC(=O)N2CCc3ccccc32)C1=O | i
CC(O/N=C(\N)c1ccccc1)C(=O)Nc1cccc(C(F)(F)F)c1 (centres undefined) | i
COc1ccc(-c2csc(NC(=O)CN3C(=O)C4CC=CCC4C3=O)n2)cc1 (centres undefined) | i
O=C(COC(=O)c1ccccn1)NCCc1ccc(Cl)cc1 | i
CN(Cc1ccco1)c1ncnc2ccc(-c3ccc4c(c3)OCO4)cc12 | i
COCCCN(C(=O)Cc1ccc(S(=O)(=O)N2CCOCC2)s1)c1c(N)n(Cc2ccccc2)c(=O)[nH]c1=O | i

The results go on.
compound | TMEM16A act
Brc1ccc(-c2c(-c3ccsc3)sc3ccccc23)cn1 | i
C#CCN1C=C(C(=O)OCC)C(C)N(Cc2ccccc2I)S1(=O)=O (centres undefined) | -5*
CC(C)(C)OC(=O)C[C@H]1C/C=C\C[C@@H](CC(=O)N[C@@H](CO)Cc2ccccc2)C(=O)NCCOC1=O | i
O=C(CCNS(=O)(=O)c1ccccc1)NNC(=O)COc1ccc(Cl)cc1 | i
Cc1cc(Br)ccc1SCC(=O)OCC(=O)Nc1ccc2[nH]c(=O)[nH]c2c1 | i
COc1cc(OC)cc(C(=O)NCC(=O)N2CCCCCCC2)c1 | i
Cc1cc(C(=O)COC(=O)c2cccnc2Cl)c(C)n1C | i
O=C(N/N=C/c1ccc([N+](=O)[O-])cc1)c1ccc(NS(=O)(=O)c2cccs2)cc1 | i
COc1ccc(C(=O)CSc2nc(=O)n(Cc3cccnc3)c3c2CCC3)cc1 | i
COc1ccccc1C(=O)NCCC(=O)NCC1COc2ccccc2O1 (centres undefined) | i

Later entries:
compound | TMEM16A act
CN1CCC(N(C)S(=O)(=O)c2ccc(NC(=O)Cc3ccc(F)cc3)cc2)CC1 | i
O=C(COc1ccc(Cl)cc1)NNC(=O)c1ccncc1 | i
CCCCN1C(=O)C(=O)N(CC(=O)N2CCc3ccccc32)C1=O | i
O=C(COC(=O)c1ccc(Br)o1)Nc1cccc(S(=O)(=O)N2CCCCC2)c1 | i
O=C(c1cc(C2CC2)nn1-c1ccccc1)N1CCN(Cc2ccccc2F)CC1 | i
O=C(COC(=O)C1CCC(=O)N1)Nc1cccc([N+](=O)[O-])c1 (centres undefined) | i
CCOc1ccc(OCC(=O)OC(C)C(=O)NC2CCCCC2C)cc1 (centres undefined) | i
COc1ccc(CN(C)C(=O)C(Cc2ccccc2)NC(=O)c2ccccc2)cc1F (centres undefined) | i
O=C(OCc1cc(=O)n2ccsc2n1)c1ccccc1NCCO | i
C=CCn1c(SCC(=O)NCC2CCCO2)nc2sc(CC)cc2c1=O (centres undefined) | i

Exported field by field: 4 of the compounds above
SMILES: CN1CCC(N(C)S(=O)(=O)c2ccc(NC(=O)Cc3ccc(F)cc3)cc2)CC1
  TMEM16A act: i

SMILES: O=C(COc1ccc(Cl)cc1)NNC(=O)c1ccncc1
  TMEM16A act: i

SMILES: COc1ccc(CN(C)C(=O)C(Cc2ccccc2)NC(=O)c2ccccc2)cc1F (centres undefined)
  TMEM16A act: i

SMILES: CCOc1ccc(OCC(=O)OC(C)C(=O)NC2CCCCC2C)cc1 (centres undefined)
  TMEM16A act: i

Going on with the list.
compound | TMEM16A act
CN(CCOc1ccccc1)C(=O)CNC(=O)c1ccc(C(C)(C)C)cc1 | i
O=C1C2C3C=CC(O3)C2C(=O)N1Cc1ccncc1 (centres undefined) | i
COC(=O)c1cc(Br)ccc1NC(=O)CSCc1c(C)noc1C | i
O=C(Cc1csc(-c2ccc(Cl)cc2)n1)Nc1cccc(S(=O)(=O)NC2=NCCC2)c1 | i
N#CCC(=O)Nc1ccc(C(=O)NCC2(N3CCOCC3)CCCCC2)cc1 | i
Cc1cccc(C)c1NC(=O)CN(C)C(=O)CN1C(=O)NC(C)(C)C1=O | i
C#CCN1C=CC(=O)[C@@H](OC(=O)Nc2ccc(OC)cc2)[C@H]1c1ccccc1Br | i
O=CNc1cc2c(cc1Br)-c1ccccc1C2O (centres undefined) | i
COc1ccc(C(CNC(=O)c2cc(S(=O)(=O)Nc3cccc(C)c3)ccc2C)N2CCCC2)cc1 (centres undefined) | i
COc1ccc(C(=O)OCC(=O)Nc2ccc(N3CCOCC3)cc2)cc1OC | i

Continued:
compound | TMEM16A act
CC(C)CCCCCCCCCCCCC(=O)NCC(=O)NC1C(C)OC(Nc2ncnc3nc[nH]c23)C(O)C1O (centres undefined) | i
CC(=O)Nc1sc(C)c(C)c1C(=O)OCC(=O)Nc1ccccc1 | i
CCN(C(=O)COC(=O)c1cc2c(s1)CCCC2)c1c(N)n(Cc2ccccc2)c(=O)[nH]c1=O | i
O=C(Nc1ccc(Cl)cc1)NN1CCCCCC1 | i
COc1cccc(CN(C)C(=O)c2cc(S(=O)(=O)N3CCCC3)ccc2C)c1OC | i
O=C(COC(=O)c1ccccc1O)NC(=O)c1ccc(OC(F)F)cc1 | i
CCOC(=O)CCC(NC(=O)c1ccc(Nc2nc3ccccc3nc2C(=O)OCC)cc1)C(=O)OCC (centres undefined) | i
C[C@@]12CCC3[C@@](CCC4[C@@]3(C)CCC[C@@]4(C)C(=O)N3CCOCC3)(CC1=O)C2 (some centres undefined) | i
O=C(Nc1ccc(F)cc1F)C1CC(=O)N(Cc2ccccc2)C1 (centres undefined) | i
CSc1nc(N)nc2c1ncn2CC(=O)NCCNc1ccc([N+](=O)[O-])cn1 | i

The last 2 entries of the section above come first, to join the parts.
compound | TMEM16A act
O=C(Nc1ccc(F)cc1F)C1CC(=O)N(Cc2ccccc2)C1 (centres undefined) | i
CSc1nc(N)nc2c1ncn2CC(=O)NCCNc1ccc([N+](=O)[O-])cn1 | i
COc1ccccc1C(=O)OCCc1ccccc1 | i
CCOC(=O)[C@@H]1[C@H]2COc3cc(OC)ccc3[C@@H]2N2C(=O)N(c3ccc(OC)cc3)C(=O)[C@@]12C | i
CC1CNC(=S)N(c2ccc(F)cc2)C1=O (centres undefined) | i
O=C1NC[C@H](c2ccccc2)OC(=O)[C@@H](Cc2ccc(F)cc2)C/C=C\C[C@H]1CC(=O)N(CCO)Cc1ccccc1 | i
O=C(NC1CCN(Cc2ccc(Cl)cc2)CC1)c1cn(-c2ccccc2)nc1-c1cccnc1 | i
COc1ccc(CCN(C)C(=O)COc2cccc(-n3cnnn3)c2)cc1OC | i
COc1ccc(C(=O)/C=C/c2ccc(O)cc2)c2c1CC(O)C(C)(C)O2 (centres undefined) | i
COc1cccc(Nc2nn3c(=O)c4ccccc4nc3s2)c1 | i
COc1ccc(CN(C)C(=O)[C@H](Cc2ccccc2)NC(=O)c2ccco2)c(OC)c1 | i
CCOc1ccc(S(=O)(=O)N2CCCCC2)cc1NC(=O)C1COc2ccccc2O1 (centres undefined) | i

The list goes on.
compound | TMEM16A act
Cc1c(C(=O)Nc2nc(-c3ccccn3)cs2)oc2ccccc12 | i
Oc1ccccc1CC=NC1CCCCC1 | i
S=c1[nH]c2ccccc2n1CCc1ccncc1 | i
Cc1ccc(S(=O)(=O)NCC(=O)OCC(=O)NCc2ccc3c(c2)OCO3)cc1 | i
CN(CC(=O)Nc1ccccc1C(F)(F)F)C(=O)CSc1nnc(-c2ccncc2)n1C | i
CC(=O)Oc1cccc2c1C(=O)C1CC=CC(OC(C)=O)C1C2=O (centres undefined) | i
Cc1cc(NC(=O)CSCC(=O)N2CCN(c3ccccc3)CC2)no1 | i
C[C@H](CO)N1C[C@H](C)[C@@H](CN(C)S(C)(=O)=O)Oc2ccc(NS(=O)(=O)c3ccccc3)cc2C1=O | i
CC1O[C@@H](OC2C(O)C(O)C(CO)O[C@H]2OC2C[C@]3(C)C(CC(O)C4[C@@H]([C@]5(C)CC[C@@H](C(C)(C)O)O5)CC[C@]43C)[C@@]3(C)CCC(O)C(C)(C)C23)C(O)C(O)C1O (some centres undefined) | i
COc1ccc(OCCOc2ccc(S(=O)(=O)N3CCCC3)cc2[N+](=O)[O-])cc1 | i

Continuation:
compound | TMEM16A act
O=C(CSc1nnnn1C1CC1)Nc1cccc(S(=O)(=O)N2CCCC2)c1 | i
CCOC(=O)c1nncc(-c2ccccc2)n1 | i
C#CCOCCOCCOCCNc1nc(N2CCN(C(=O)C([C@@H](C)O)n3cc([C@@H](N)CCCCN)nn3)CC2)nc(N2CCN(C(=O)[C@H](CCC(=O)O)n3cc([C@@H](N)CCCCN)nn3)CC2)n1 (some centres undefined) | i
NC(=O)c1ccc(NC(=O)COC(=O)CCN=C2NS(=O)(=O)c3ccccc32)cc1 | i
COc1ccc(C=O)cc1C1=CC(=O)C[C@H](c2ccc(Cl)cc2)C1 | i
C=CC[C@H](CC(=O)N(CCO)Cc1ccccc1)C(=O)NCCOC(=O)[C@@H](CC=C)CC(=O)OC(C)(C)C | i
CN(CC(=O)Nc1cccc(F)c1)CC(=O)N1CCCCC1 | i
CN(Cc1ccccc1Br)C(=O)CSc1nnnn1C1CC1 | i
O=C(CSc1nnc2ccccn12)NC(=O)c1ccccc1 | i
CCOC(=O)CCC(=O)Nc1cc(S(=O)(=O)N2CCOCC2)ccc1N1CCCCC1 | i

Additional records.
Molecule | TMEM16A act
COC(=O)c1ccc(CNC(=O)c2ccc(OC)c(S(=O)(=O)NC3CCCC3)c2)cc1 | i
COc1ccc(S(=O)(=O)Nc2ccc3c(c2)C(=O)N([C@H](C)CO)C[C@H](C)[C@@H](CN(C)S(=O)(=O)c2ccc(F)cc2)O3)cc1 | i
N#CCCN(C(=O)COC(=O)COc1ccccc1Cc1ccccc1)c1ccccc1 | i
COc1ccc2c(c1)[C@H]1[C@H](CO2)[C@H](c2ccccc2)[C@]2(C)C(=O)Nc3cc(F)ccc3C(=O)N12 | i
Cc1ccc(S(=O)(=O)N(C)C(C)CCc2ccco2)cc1 (centres undefined) | i
COc1ccc(N=Nc2cc(OC)c(N)cc2OC)cc1 | i
O=S(=O)(Nc1cccc(S(=O)(=O)N2CCCC2)c1)c1cccs1 | i
NS(=O)(=O)c1ccc(CCNC(=O)C2CCN(C(=O)Nc3ccccc3)CC2)cc1 | i
N=C1C(=O)NC(=O)C1c1ccccc1 (centres undefined) | i
COc1ccc(/C=C/c2c(-c3ccc(OC)cc3)oc(=O)c3cc(OC)c(OC)cc23)cc1 | i
C#CCCC(=O)c1ccccc1/C=[N+](\[O-])c1ccccc1 | i
COc1ccc(COC(=O)C2CC(=O)N(Cc3ccccc3)C2)cc1 (centres undefined) | i
Cc1ccccc1OCCC(=O)NNC(=O)c1ccccc1F | i
COc1cc(C(=O)NNC(=O)C2CSC3(C)CCC(=O)N23)cc(OC)c1OC (centres undefined) | i
Cn1nnnc1Sc1ncnc2scc(-c3ccccc3Br)c12 | i

Additional structures follow:
Molecule | TMEM16A act
O=[N+]([O-])c1ccc(Oc2cccnc2)c([N+](=O)[O-])c1 | i
COC(=O)c1cc(CNC(=O)c2ccc(S(=O)(=O)N(C)c3ccccc3)cc2)ccc1OC | i
C[C@@H]1CN([C@H](C)CO)C(=O)Cc2cc(NC(=O)Cn3cnnn3)ccc2O[C@@H]1CN(C)Cc1ccc(Cl)c(Cl)c1 | i
N#Cc1ccc(OCC(=O)N2CCCC2=O)cc1 | i
COc1ccc(C(=O)Nc2ccc(N3CCCCCC3)cc2)cc1S(=O)(=O)N1CCOCC1 | i
COc1ccc(C=NNc2nc3c([nH]2)c(=O)n(C)c(=O)n3C)cc1 | i
COc1ccc(S(=O)(=O)N2CCOCC2)cc1NC(=O)Cc1cccs1 | i
CC(C)c1cccc(C2=CC(=O)C[C@H](c3ccc4c(c3)OCO4)C2)c1 | i
O=C(NCc1ccccc1)C1(CC2CC(c3ccccc3)=NO2)CCNCC1 (centres undefined) | i
CCOC(=O)NC(=O)CSc1ccc(S(=O)(=O)N(C)C2CCCCC2)cn1 | i
O=C(c1cc(Cl)nc2ccccc12)N1CCN(Cc2ccc3c(c2)OCO3)CC1 | i
CC1CCCCC1NC(=O)NC(=O)COC(=O)C1=NN(c2ccccc2)C(=O)CC1 (centres undefined) | i
C#CCCc1ccccc1/C=[N+](/C)[O-] | i
COc1ccc(NC(=O)CNC(=O)CC23CC4CC(CC(C4)C2)C3)c(OC)c1 | i
CSCCC(NC(=O)c1ccco1)C(=O)NCC(C)(C)N1CCOCC1 (centres undefined) | i

The list continues.
Molecule | TMEM16A act
Cc1ccccc1SCC(=O)OCC(=O)N1CC(=O)Nc2ccccc21 | i
Cc1cc(=O)oc2cc(OCC(=O)N3CCOCC3)c(Cl)cc12 | i
Cc1ccc(F)cc1NC(=O)CN1C(=O)NC(C)(c2ccc3c(c2)OCCO3)C1=O (centres undefined) | i
COc1ccc([C@H]2CC(=O)C=C(c3ccc(F)cc3OCc3ccccc3)C2)cc1OC | i
CCCN(CC(=O)Nc1ccccc1OC)C(=O)CC1CCCC1 | i
COc1cc(OC)c2c(-c3cccc(-c4ccoc4)c3)cc(=O)oc2c1 | i
O=C(Cc1ccsc1)NCC(=O)Nc1ccccc1Br | i
CN(C)CCNc1ccc(CO)c2oc3ccc(O)cc3c(=O)c12 | i
Cc1ccc(NC(=O)Cn2cnc3c(OCc4ccccc4)ncnc32)cc1C | i
O=C(c1ccc(F)cc1)N1CCC(C(=O)N(Cc2ccccc2)c2ccccc2)CC1 | i
O=C(NC1(C(=O)O)CCCC1)c1ccccc1 | i
O=C(COC(=O)CNC(=O)c1ccccc1)NCc1ccc2c(c1)OCO2 | i

Exported field by field: 4 of the compounds above
COc1cc(OC)c2c(-c3cccc(-c4ccoc4)c3)cc(=O)oc2c1
  TMEM16A act: i
CCCN(CC(=O)Nc1ccccc1OC)C(=O)CC1CCCC1
  TMEM16A act: i
O=C(c1ccc(F)cc1)N1CCC(C(=O)N(Cc2ccccc2)c2ccccc2)CC1
  TMEM16A act: i
O=C(COC(=O)CNC(=O)c1ccccc1)NCc1ccc2c(c1)OCO2
  TMEM16A act: i
